G9a inh: inhibitors of human histone lysine methyltransferase G9a; AID 504332; 350,000 compounds, 8.8% hits; G9a H3K9 monomethylation, AlphaScreen, 2 h; Q96KQ7; Potency, µM (top dose mostly 102 µM), for inactives: at the highest dose activity, negative = inhibition, usual class: inhibitors; note: potency is the fitted concentration of half-maximal effect; % is set by controls: 0 for no effect and ±100 for the full control effect; nearly all actives have a fitted effect of over 75% in size
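Methyltransferase reactions run at room temperature for 2 h (20 nM enzyme, 500 nM biotin-H3K9 peptide, 20 uM SAM) after a 15 min compound preincubation; product detected by AlphaScreen beads and anti-H3K9me1 antibody.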
HP1b chromo inh: HP1-beta chromodomain-methylated histone interaction inhibition | P83916 | AlphaScreen HP1-beta / biotin-H3K9me3 peptide binding | Potency, µM (top dose mostly 114 µM), without a hit: top-dose activity change, negative = inhibition, usual class: inhibitors | 390,000 compounds, 0.56% hits | AID 540317; note: potency is the fitted concentration of half-maximal effect; nearly all actives have a fitted effect of over 70% in size; inactives centre near 23
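AlphaScreen: HP1-beta (50 nM) preformed 30 min with biotin-H3(1-18)K9me3 peptide (50 nM) in PBS pH 7.4, 0.01% Tween-20. Compound added for 30 min at RT, then streptavidin donor/nickel chelate acceptor beads (10 ug/mL) for 30 min.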
RGS4 inh: blocks human RGS4-accelerated GTP hydrolysis; Transcreener GDP fluorescence polarization, RGS4-accelerated GTP hydrolysis; Potency, µM (titrated, usually from 114 µM), for inactives: top-dose activity change, negative = inhibition, most hits filed as inhibitors; 390,000 compounds, 0.039% hits; note: potency is the fitted concentration of half-maximal effect; % is set by controls: 0 for no effect and ±100 for the full control effect; nearly all actives have a fitted effect of over 75% in size; some results filed as inactive show a strong effect at the top dose
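MLSMR compounds (23 nl, pin-transferred) preincubated 10 min at room temperature with a 500nM (2x) first reagent, then RGS4 at 900nM (2x) plus Transcreener GDP mix added; fluorescence polarization (620/688 nm) read before and after 90 min at 30 °C.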
BAZ2B inh: blocks human BAZ2B; Q9UIF8; 360,000 compounds, 4.4% hits; AID 504333; AlphaScreen BAZ2B-H3K14Ac peptide displacement; Potency, µM (top dose mostly 114 µM), inactives show top-dose activity change, negative = inhibition, most hits filed as inhibitors; note: potency is the fitted concentration of half-maximal effect; % is set by controls: 0 for no effect and ±100 for the full control effect; nearly all actives have a fitted effect of over 60% in size
Target sequence (Q9UIF8 whole entry, looked up): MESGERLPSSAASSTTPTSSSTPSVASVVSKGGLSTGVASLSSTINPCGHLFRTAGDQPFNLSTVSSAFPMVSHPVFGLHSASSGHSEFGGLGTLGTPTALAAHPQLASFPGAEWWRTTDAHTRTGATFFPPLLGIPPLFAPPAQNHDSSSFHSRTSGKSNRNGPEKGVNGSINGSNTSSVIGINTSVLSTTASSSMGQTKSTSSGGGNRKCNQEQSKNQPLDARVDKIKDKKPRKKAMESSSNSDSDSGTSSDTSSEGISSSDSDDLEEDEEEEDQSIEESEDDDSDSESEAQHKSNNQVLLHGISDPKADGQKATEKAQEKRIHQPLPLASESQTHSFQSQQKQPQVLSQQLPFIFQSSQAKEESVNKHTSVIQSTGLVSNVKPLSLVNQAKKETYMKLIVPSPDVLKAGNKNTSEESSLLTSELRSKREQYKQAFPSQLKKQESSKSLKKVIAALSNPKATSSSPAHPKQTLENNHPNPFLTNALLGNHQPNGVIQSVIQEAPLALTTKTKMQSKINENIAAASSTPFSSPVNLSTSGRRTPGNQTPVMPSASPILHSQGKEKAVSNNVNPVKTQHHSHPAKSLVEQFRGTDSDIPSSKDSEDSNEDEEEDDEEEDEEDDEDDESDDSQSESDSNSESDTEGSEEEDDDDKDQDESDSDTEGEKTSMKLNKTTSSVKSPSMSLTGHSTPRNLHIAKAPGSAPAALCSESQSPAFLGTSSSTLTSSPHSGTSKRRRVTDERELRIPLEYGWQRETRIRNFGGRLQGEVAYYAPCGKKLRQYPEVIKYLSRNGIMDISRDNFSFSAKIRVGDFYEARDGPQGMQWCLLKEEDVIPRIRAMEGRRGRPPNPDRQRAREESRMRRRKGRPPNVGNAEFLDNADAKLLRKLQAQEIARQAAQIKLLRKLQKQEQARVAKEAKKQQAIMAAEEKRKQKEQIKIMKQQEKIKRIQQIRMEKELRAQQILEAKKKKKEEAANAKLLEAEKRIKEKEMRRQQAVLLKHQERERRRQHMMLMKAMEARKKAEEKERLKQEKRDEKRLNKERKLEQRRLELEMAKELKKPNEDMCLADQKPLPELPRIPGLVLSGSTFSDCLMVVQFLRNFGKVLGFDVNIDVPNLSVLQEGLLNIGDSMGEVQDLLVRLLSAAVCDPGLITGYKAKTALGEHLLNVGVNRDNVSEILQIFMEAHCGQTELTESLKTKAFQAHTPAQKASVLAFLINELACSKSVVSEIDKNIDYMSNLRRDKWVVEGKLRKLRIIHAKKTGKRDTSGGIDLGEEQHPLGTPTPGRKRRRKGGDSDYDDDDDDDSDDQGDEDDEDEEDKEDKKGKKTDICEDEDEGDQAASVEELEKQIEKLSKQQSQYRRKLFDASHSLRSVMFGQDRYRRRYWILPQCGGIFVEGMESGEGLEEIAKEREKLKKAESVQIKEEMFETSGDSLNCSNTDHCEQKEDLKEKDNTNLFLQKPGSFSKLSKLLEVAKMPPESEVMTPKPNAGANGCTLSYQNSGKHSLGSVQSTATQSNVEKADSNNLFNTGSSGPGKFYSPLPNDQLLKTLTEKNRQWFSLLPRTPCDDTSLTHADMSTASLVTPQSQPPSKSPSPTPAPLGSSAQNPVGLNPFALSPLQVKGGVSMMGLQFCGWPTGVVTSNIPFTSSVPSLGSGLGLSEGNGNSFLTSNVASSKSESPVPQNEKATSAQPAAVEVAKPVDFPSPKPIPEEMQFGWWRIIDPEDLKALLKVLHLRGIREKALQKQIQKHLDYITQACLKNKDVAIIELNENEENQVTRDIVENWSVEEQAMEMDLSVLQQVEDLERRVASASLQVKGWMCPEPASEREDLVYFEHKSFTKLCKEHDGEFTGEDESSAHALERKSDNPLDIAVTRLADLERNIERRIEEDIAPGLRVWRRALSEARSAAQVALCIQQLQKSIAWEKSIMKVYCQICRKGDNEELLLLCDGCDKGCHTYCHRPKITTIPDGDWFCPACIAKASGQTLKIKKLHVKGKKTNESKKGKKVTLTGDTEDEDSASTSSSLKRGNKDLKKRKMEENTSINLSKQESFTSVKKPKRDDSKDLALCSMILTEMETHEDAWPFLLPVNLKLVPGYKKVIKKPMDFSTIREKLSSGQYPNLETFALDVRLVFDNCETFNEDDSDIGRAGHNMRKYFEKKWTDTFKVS
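AlphaScreen luminescence quantifies BAZ2B engagement of H3K14Ac peptide; the protein and biotinylated peptide are both at 50 nM final, buffer PBS pH 7.4 with 0.01% Tween-20, all steps at room temperature.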
ERG Ets-DNA blk: inhibitors of human ERG Ets domain-DNA interaction; P11308; Potency, µM (titrated, usually from 76.9 µM), for the others: at the top dose FP activity, negative = inhibition, most hits filed as inhibitors; 370,000 compounds, 0.028% hits; fluorescence polarization, His-ERG Ets domain / labelled DNA; active = well fitted inhibition curve with a large enough effect in the polarisation, with a control signal flat; inconclusive = small, poorly fitted or top-dose-only effect, or effect the other way, or a change in a side signal; inactive = no such curve, though single readings can be large or run the other way; the % refers to the polarisation;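 note: polarization taken with two DNA probes labelled with fluorescein and Texas red; potency is the fitted concentration of half-maximal effect; % of control where 0% means no effect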
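His-tagged ERG Ets domain (1 uM in the protein solution; 300mM KCl, 50mM Tris-HCl, 1mM EDTA, 1mM DTT, pH 7.5) received compound, then a probe mix of 5 nM fluorescein-DNA and 100nM Texas-615-DNA. Fluorescence polarization was read for both dyes.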
GLS inhibitor: inhibitors of human glutaminase (GLS) | O94925 | GLS enzymatic activity, qHTS titration | Potency, µM (doses to about 45.5 µM), for inactives: top-dose activity change, negative = inhibition, usual class: inhibitors | 410,000 compounds, 0.21% hits; note: potency is the fitted concentration of half-maximal effect; % is set by controls: 0 for no effect and ±100 for the full control effect
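Enzyme dispensed in phosphate buffer (45 mM, pH 8.2, 0.02% Tween-20), compounds pinned in, then 1 mM L-glutamine solution and the glutamate oxidase–HRP–Amplex Red mix added; fluorescence read immediately and again after 30 min at room temperature.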
ALOX12 inh: inhibitors of human 12S-lipoxygenase ALOX12 | P18054 | purified 12hLO, xylenol orange hydroperoxide absorbance | Potency, µM (highest dose often 108 µM), without a hit: at the top dose activity change, negative = inhibition, actives largely listed as inhibitors | 580,000 compounds, 1.1% hits | AID 1671190; note: potency is the fitted concentration of half-maximal effect; % is set by controls: 0 for no effect and ±100 for the full control effect
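Hydroperoxide product was detected by ferrous iron/xylenol orange as the 573 to 405 nm absorbance ratio. Arachidonic acid at 40 uM (final) was turned over for 30 min at room temperature by 150 nM human 12hLO, pH 7.0 Hepes buffer, after 15 min compound preincubation.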
JMJD2A Tudor: inhibitors of human JMJD2A Tudor domain; O75164; AlphaScreen JMJD2A-Tudor / H3K4me3 peptide binding; Potency, µM (series often up to 114 µM), for the others: top-dose activity change, negative = inhibition, usual class: inhibitors; 390,000 compounds, 4.4% hits; note: potency is the fitted concentration of half-maximal effect; % is set by controls: 0 for no effect and ±100 for the full control effect; nearly all actives have a fitted effect of over 50% in size
PI4K2A inh: PI4K2A (human) kinase inhibition. Q9BTU6. purified PI4K2A, ADP-Glo luminescence, 1 h; active compounds read low. activity change, negative = inhibition, % at 76.9 µM. 420,000 compounds, 0.13% hits. AID 1346378; in the data active = activity change below about -50%; inconclusive = mostly about -30% to -49%;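 note: -100% = wells without enzyme as full effect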
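In this quantitative HTS, ADP production by PI4K2A was quantified luminescently after 1 h at ambient temperature; 100 microM adenosine served as plate-quality control.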
An asterisk follows results filed as active; ? = inconclusive; . = no result given; [ ] = another dose, or the depositor's remark. Unless noted, calls come from the whole dose curve; as a rule, active = well fitted curve in the direction sought with a large enough effect; inconclusive = small, poorly fitted or top-dose-only effect, or another doubt; inactive = no such curve, though single readings can be large; an effect the other way counts as inactive or inconclusive. The list is partial. The share of hits here may be higher or lower than overall.

Order of values: G9a inh | HP1b chromo inh | RGS4 inh | BAZ2B inh | ERG Ets-DNA blk | GLS inhibitor | ALOX12 inh | JMJD2A Tudor | PI4K2A inh
1. C(=N\Nc1nc2ccccc2[nH]1)/c1cccc2nccnc12
→ -4.9% | 20.7% | 4.1% | -34.6% | 2.4% | -8.1% | 175.4%[activator] | ? | -1.2
2. Cc1cc(C)n2cc(COc3ccc4ccccc4c3)nc2n1
→ 4.9% | 4.9%[57 µM] | 1.6% | -4.4% | 0.7% | -11.5% | 1.8% | -14.0% | 4.1
3. COc1ccc(/C=C/C(=O)OC(C)C(=O)c2ccccc2)cc1OC (stereo unspecified)
→ 17.7% | 26.4% | 6.1% | -6.5% | 3.0% | 4.7% | 0.9% | 2.8% | -2.1
4. CC1(C)Cc2c(sc3nc(-c4cc5ccccc5o4)n(N)c(=O)c23)CO1
→ 2.1%[59 µM] | 80.1%[activator] | 5.1% | 20.2% | 4.2% | -13.4% | -6.3% | -10.9% | -0.4
5. COc1ccc(/C=C/C(=O)c2c(O)cc(C)oc2=O)c(OC)c1
→ -11.8%[59 µM] | 12.9% | -34.7% | ? | ? | 8.3% | 200.7%[activator] | ? | -6.0
6. O=C(NCCCn1ccnc1)C(=O)NCC1OCCN1S(=O)(=O)c1cc(F)ccc1F (stereo unspecified)
→ 5.5% | 15.7% | 16.3% | 7.94µM* | 4.1% | -1.8% | 16.6% | 39.8µM* | -2.6
7. O=C(Nc1ccc(NC(=O)C2CCCCC2)nc1)c1cccc(F)c1
→ -4.8% | -9.5% | -23.2% | -20.1% | 1.6% | 4.2% | -11.1% | -14.0% | -0.3
8. COc1cc2c(c(OC)c1OC)-c1ccc(OC)c(=O)cc1C(NC(=O)c1ccccc1)CC2 (stereo unspecified)
→ . | 29.3% | 0.7% | . | . | 0.9% | -5.9% | -3.5% | -1.0
9. NC(=O)c1nc(Nc2ccccc2)sc1NC(=O)c1c(F)cccc1F
→ -1.8%[59 µM] | 1.0%[57 µM] | 7.1% | 8.8% | -2.9% | 6.9% | -13.6% | -4.9% | -0.1
10. CCc1cccc(CC)c1NC(=S)NCc1nc2ccccc2[nH]1
→ -41.3% | 16.7% | -39.0% | ? | 23.0% | -7.2% | -1.6% | -21.1% | -2.6
11. CCCN(C(=O)CCOc1ccc(C(C)(C)C)cc1)c1c(N)n(Cc2ccccc2)c(=O)[nH]c1=O
→ ? | 9.9% | -14.0% | 1.8% | -3.0% | 3.0% | -5.3% | -2.8% | -1.7
12. COc1ccccc1-n1cccc1C=O
→ . | 35.5% | -23.7%[56.9 µM] | -10.8% | -1.3% | -1.4% | 0.0% | -13.1% | -0.3
13. CC(C)CCNC1=CC(=O)CC(c2ccccc2)C1 (stereo unspecified)
→ 9.3%[59 µM] | -12.3% | 4.5% | -4.7% | -2.8% | 8.0% | ? | -15.6% | 0.2
14. COc1ccc(-c2nc3ncccc3o2)cc1NC(=O)c1ccco1
→ 16.2% | -22.4% | ? | -4.5% | -0.9% | -13.8% | -12.3% | -14.7% | 6.5
15. CCCc1cc(=O)n2[nH]c(NC(=O)c3ccccc3Cl)nc2n1
→ 2.1%[59 µM] | 30.9% | -21.7% | -4.3% | 17.8% | -5.9% | -20.8% | 7.2% | -1.2
16. CC(C)c1nnc(NC(=O)C2CCCN2C(=O)Nc2ccccc2)s1 (stereo unspecified)
→ 10.3% | -7.3% | 5.9% | 10.8% | -7.0% | 12.4% | -4.8% | -13.0% | -9.1
17. O=C(Cc1ccc(-n2cccc2)cc1)NC1CCCCC1
→ -29.3% | -1.4% | 14.5% | 3.8% | -6.2% | -0.8% | 0.0% | -15.0% | -4.7
18. CN(C)CCNC(=O)c1ccccc1
→ ? | 105.3% | -12.9% | ? | -2.9% | 0.2% | -0.3% | 0.0% | -2.1
19. COC(=O)NNS(=O)(=O)c1ccc(C)cc1
→ 1.2% | 26.1% | -21.7% | 4.2% | -1.1% | -12.1% | 8.9% | -2.8% | 5.0
20. N#Cc1cn(Cc2ccccc2)c(=O)[nH]c1=O
→ . | 9.2% | 14.0% | -1.4% | -1.4% | -0.7% | 4.2% | 4.2% | 1.9
21. COc1ccc(Cl)cc1N=Cc1c(O)c2ccccc2oc1=O
→ . | 30.7% | -14.9% | -1.8% | ? | -12.4% | 4.0% | -10.2% | 0.0
22. COc1ccc(NC(=O)CN(C)C(=O)CCCc2nc3ccccc3c(=O)[nH]2)cc1
→ 3.6%[0.501 µM] | 27.0% | -9.5% | 6.4% | -9.6% | -13.9% | 1.1% | 0.0% | -0.2
23. COCc1[nH]c(=S)c(C#N)cc1C(=O)OC
→ -137.3%[59 µM] | ? | ? | -7.6% | -14.3% | 0.0% | ? | 22.4µM* | -5.1
24. CC1=CC(C)(C)N2C(=O)C3(SCC(=O)N3c3ccc(F)cc3)c3cc(C)cc1c32 (stereo unspecified)
→ -40.2%[59 µM] | -21.1% | 0.9% | ? | 1.8% | -11.3% | 6.5% | ? | -3.9
25. Cc1cccc(N2CC(C(=O)Nc3ccc4c(c3)OCCO4)CC2=O)c1C (stereo unspecified)
→ 1.2% | -1.4% | 6.3% | -0.2% | -4.7% | 0.0% | -9.5% | -10.2% | -3.3
26. CC(/C=N\NC(=O)Cn1c(C)nc2ccccc21)=C\c1ccccc1
→ 72.5%[activator][59 µM] | 69.7%[activator] | -46.0% | -30.7% | -6.7% | 97.8%[activator] | -21.2% | -20.5% | -0.6
27. O=C(COC(=O)c1ccco1)Nc1ccc(N2CCOCC2)cc1
→ 22.4µM* | 10.1% | -6.4% | 17.3% | -0.9% | 13.8% | ? | -14.3% | -2.6
28. COc1ccc(-c2nc(Cn3c(=O)cc(C)c4c(C)nn(-c5ccccc5)c43)c(C)o2)c(OC)c1
→ -47.2%[59 µM] | -9.0% | -7.7% | ? | 9.0% | 6.3% | -28.8% | -13.0% | -3.1
29. COC(=O)/C=C1/C(=O)N/C(=N\c2nc(C)cc(C)n2)N1c1ccc(OC)cc1
→ ? | 29.3% | 8.2% | ? | 3.8% | 4.5% | -4.5% | 25.1µM* | 9.6
30. O=C(Cn1cc(SCc2ccc(F)cc2)c2ccccc21)N1CCCCCC1
→ 6.0%[59 µM] | 64.1%[activator] | 10.1% | -0.9% | -4.9% | 0.5% | -25.3% | 0.4% | -0.2

31. CCOc1ccccc1NC(=O)Cn1cc(C(=O)c2cccc(OC)c2)c(=O)c2ccc(C)nc21
32. COCCn1c(COc2ccc(OC)cc2)nc2ccccc21
33. Cc1nn2c(=O)cc(COC(=O)c3cccs3)nc2s1
34. O=C(Nc1ccc(N2CCN(C(=O)c3ccco3)CC2)c(Cl)c1)c1cccnc1
35. COCCn1cc(C(=O)N2CCCC(C)C2)c2c3ccccc3n(C)c2c1=O (stereo unspecified)
entry no. | 31 | 32 | 33 | 34 | 35
G9a inh | 12.3%[59 µM] | -24.2%[12.7 µM] | 10.1%[59 µM] | 1.5% | ?
HP1b chromo inh | 15.5% | 13.4% | -17.0% | 21.4% | 65.8%[activator]
RGS4 inh | -24.5% | 11.7%[11.4 µM] | 2.8% | -22.1% | -29.7%
BAZ2B inh | -1.1% | -14.7% | -12.9% | -24.7% | 3.3%
ERG Ets-DNA blk | 5.1% | -0.5% | 0.9% | -11.7% | 3.3%
GLS inhibitor | -2.8% | 11.1% | -4.0% | -3.7% | 2.7%
ALOX12 inh | -19.4% | -19.3% | -24.2% | 1.1% | -1.2%
JMJD2A Tudor | -26.6% | 7.1%[57.1 µM] | -16.3% | -7.7% | -6.4%
PI4K2A inh | 3.2 | -16.1 | 1.7 | -0.3 | -1.4

Reformatted as a markdown table: 2 of the compounds above
| cpd | SMILES | G9a inh | HP1b chromo inh | RGS4 inh | BAZ2B inh | ERG Ets-DNA blk | GLS inhibitor | ALOX12 inh | JMJD2A Tudor | PI4K2A inh |
| --- | --- | --- | --- | --- | --- | --- | --- | --- | --- | --- |
| 34 | O=C(Nc1ccc(N2CCN(C(=O)c3ccco3)CC2)c(Cl)c1)c1cccnc1 | 1.5% | 21.4% | -22.1% | -24.7% | -11.7% | -3.7% | 1.1% | -7.7% | -0.3 |
| 31 | CCOc1ccccc1NC(=O)Cn1cc(C(=O)c2cccc(OC)c2)c(=O)c2ccc(C)nc21 | 12.3%[59 µM] | 15.5% | -24.5% | -1.1% | 5.1% | -2.8% | -19.4% | -26.6% | 3.2 |

Next records:
36. Brc1ccccc1-n1nnc(-c2cccnc2)n1
37. O=C(O)CCCNC(=O)Nc1ccccc1
38. O=C(Nc1cccc(O)c1)c1ccc2c(c1)C(=O)N(Cc1ccco1)C2=O
39. COCC(=O)OCC(=O)Nc1cc([N+](=O)[O-])ccc1Cl
entry no. | 36 | 37 | 38 | 39
G9a inh | ? | 19.5% | . | 6.7%
HP1b chromo inh | 5.2% | 47.4%[activator] | -2.2% | 28.3%
RGS4 inh | 7.7% | -1.0% | -26.4% | 10.3%
BAZ2B inh | ? | 5.8% | -14.2% | -3.2%
ERG Ets-DNA blk | 4.1% | 2.8% | -2.0% | 0.9%
GLS inhibitor | -14.3% | -0.5% | 9.3% | 15.0%
ALOX12 inh | -19.0% | -6.9% | -10.7% | -4.7%
JMJD2A Tudor | ? | 1.4% | -27.2% | -10.9%
PI4K2A inh | 6.2 | -0.2 | -5.7 | -2.3
